Compound activity deposited in PubChem BioAssay by several laboratories.
BAP1 inh – inhibitors of BAP1 deubiquitinase, primary screen, biochemical, Ub-AMC fluorescence, kinetic | Ubiquitin carboxyl-terminal hydrolase BAP1 (Homo sapiens), Q92560 | recombinant BAP1, Ub-AMC hydrolysis fluorescence kinetic; stronger effect = lower value | 72,000 tested, 0.48% active | activity remaining (% of control), % at 20 µM | AID 436, 2006;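 active = activity remaining at or below 50% of control, provided the compound also passes the data quality filters; inactive = the rest, including low values that fail the filters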;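 note: 100% = DMSO wells rate and 0% = substrate alone blank rate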
Target sequence (Q92560 whole entry, looked up): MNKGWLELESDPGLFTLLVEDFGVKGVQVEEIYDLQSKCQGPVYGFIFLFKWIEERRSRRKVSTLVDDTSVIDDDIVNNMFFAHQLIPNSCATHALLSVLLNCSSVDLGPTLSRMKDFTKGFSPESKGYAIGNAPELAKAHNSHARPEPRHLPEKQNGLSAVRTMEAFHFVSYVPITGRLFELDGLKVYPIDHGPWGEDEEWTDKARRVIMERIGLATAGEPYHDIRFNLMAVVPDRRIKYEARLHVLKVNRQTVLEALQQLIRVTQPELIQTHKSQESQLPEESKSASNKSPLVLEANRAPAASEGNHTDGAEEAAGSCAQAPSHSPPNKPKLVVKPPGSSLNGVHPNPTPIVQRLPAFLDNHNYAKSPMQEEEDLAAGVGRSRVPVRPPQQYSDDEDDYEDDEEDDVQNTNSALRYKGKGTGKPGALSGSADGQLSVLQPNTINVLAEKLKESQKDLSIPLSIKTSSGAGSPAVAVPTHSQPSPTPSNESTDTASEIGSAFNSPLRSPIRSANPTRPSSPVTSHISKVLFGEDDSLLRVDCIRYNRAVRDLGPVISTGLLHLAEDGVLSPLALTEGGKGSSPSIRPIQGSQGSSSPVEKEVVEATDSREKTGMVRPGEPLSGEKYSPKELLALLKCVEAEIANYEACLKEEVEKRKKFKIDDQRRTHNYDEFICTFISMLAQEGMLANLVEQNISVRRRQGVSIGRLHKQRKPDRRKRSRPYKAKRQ
HePTP inhibitor – inhibitors of human HePTP phosphatase, primary screen, biochemical, absorbance, leukemia target | recombinant HePTP phosphatase activity, OD absorbance | 110,000 tested, 0.64% active | AID 521, 2006 | inhibition, % at 20 µM; in the data active = inhibition above about 50%;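 note: plate controls were vehicle for no effect and reference inhibitor for full effect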
Target sequence (P35236 whole entry, looked up): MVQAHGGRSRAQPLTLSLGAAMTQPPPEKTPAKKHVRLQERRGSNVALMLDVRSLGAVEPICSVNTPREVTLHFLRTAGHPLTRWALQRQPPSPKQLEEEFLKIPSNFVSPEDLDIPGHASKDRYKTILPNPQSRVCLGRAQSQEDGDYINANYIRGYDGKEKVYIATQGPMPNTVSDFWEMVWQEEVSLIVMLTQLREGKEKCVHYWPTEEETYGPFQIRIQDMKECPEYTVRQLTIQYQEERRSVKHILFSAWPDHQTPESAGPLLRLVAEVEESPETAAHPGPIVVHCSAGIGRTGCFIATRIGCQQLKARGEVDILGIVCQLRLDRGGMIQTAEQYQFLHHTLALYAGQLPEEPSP
Starred values were filed as active, the others as inactive; . = not tested or not shown; & = joins results of further samples. Compounds as they come; any-hit rate near 0.7%.

no.	SMILES	BAP1 inh	HePTP inhibitor
1	O=[N+]([O-])c1ccc(Nc2ccc(Br)cc2)nc1	.	-14
2	COc1ccc(N2C(=O)NC(=O)/C(=C/c3cccc(OC)c3O)C2=O)cc1	.	-7
3	COc1ccc2c(c1)cc1n2CCN=C1N	94	3
4	CCOc1ccc2cc(S(=O)(=O)N3CCCCC3)ccc2c1	.	-6
5	Cc1ccc2nc(-c3ccccc3)cc(C(=O)Nc3ccccc3C)c2c1	280	.
6	O=C(NCCCN1CCOCC1)C1CC(=O)N(C2CCCCC2)C1 (stereo not drawn)	94	3
7	CC1CCCC(C)N1CCNC(=O)C1CCN(S(=O)(=O)N2CCCCC2)CC1 (stereo not drawn)	111	-9
8	CCc1ccc(NC(=O)CSc2nnc(C)s2)cc1	.	-12
9	O=C(Cc1ccccc1)NC(c1ccccc1Cl)c1ccc2cccnc2c1O (stereo not drawn)	84	.
10	CC(=O)N/N=C/c1cc(C)n(-c2cccc(Cl)c2Cl)c1C	.	-13
11	O=C(CCc1ccccc1)Nc1cc(C(=O)O)cc(C(=O)O)c1	.	6
12	O=C(c1ccc(F)cc1)N1CCN(Cc2cccc(Oc3ccccc3)c2)CC1	.	0
13	Cc1sc(/N=C/c2c(O)ccc3ccccc23)c(C#N)c1C	.	-6
14	O=C(c1ccccc1)c1ccc2nc(N3CCCCC3)c3nncn3c2c1	71	5
15	CCCCc1nc(SCC(=O)Nc2cc(C)on2)n[nH]1	93	4
16	CC(C)C(C(=O)Nc1ccc(F)cc1)N1C(=O)c2ccccc2C1=O (stereo not drawn)	.	-4
17	CC1CCN(C(=O)CSc2nc(N)c3c4c(sc3n2)CN(C)CC4)CC1	.	5
18	O=C(NC(=S)Nc1cccc(-c2nc3ccccc3s2)c1)c1ccco1	.	-5
19	Cc1cc(C)nc(SCc2ccccc2Cl)n1	.	11
20	CCOc1ccc2nc(Nc3nc4c(c(=O)[nH]3)CCC4)nc(C)c2c1	90	11

One compound at a time, as listed above.
O=C(Cc1ccccc1)NC(c1ccccc1Cl)c1ccc2cccnc2c1O (stereo not drawn) is listed with BAP1 inh: 84; HePTP inhibitor: .
CCOc1ccc2nc(Nc3nc4c(c(=O)[nH]3)CCC4)nc(C)c2c1 is listed with BAP1 inh: 90; HePTP inhibitor: 11
CC1CCCC(C)N1CCNC(=O)C1CCN(S(=O)(=O)N2CCCCC2)CC1 (stereo not drawn) is listed with BAP1 inh: 111; HePTP inhibitor: -9

Further structures follow:
no.	SMILES	BAP1 inh	HePTP inhibitor
21	CCOC(=O)CNS(=O)(=O)c1ccc(F)cc1	.	-17
22	CCC1(C(=O)OCC(=O)c2ccc(Br)cc2)CCCCC1	.	-18
23	O=C1N2c3ccccc3CCc3cccc(c32)C1(O)C(F)(F)F (stereo not drawn)	111	14
24	CC1=NN(c2ccc(S(N)(=O)=O)cc2)C(=O)/C1=C\c1ccc(-c2ccc(S(N)(=O)=O)cc2)o1	.	23
25	C/C=C/Cn1c(N(C)Cc2ccccc2)nc2c1c(=O)[nH]c(=O)n2C	86	12
26	COc1ccc2[nH]cc(C(O)CN3CCN(c4ccccc4)CC3)c2c1 (stereo not drawn)	100	2
27	CCc1c(O)nc2n(c1=O)CCCS2	.	-4
28	N#CCc1nc(CSc2nc3ccccc3o2)cs1	96	-5
29	COc1ccccc1C(=O)N1CCN(C(=O)CC(C)C)CC1	.	-1
30	O=C(CN1CCN(c2ccccc2F)CC1)c1ccc2cc[nH]c2c1	72	-1
31	CC(C)CN(CC(C)C)S(=O)(=O)N1CCC(C(=O)NCCN2CCOCC2)CC1	118	-4
32	O=C(O)c1ccc2c(c1)C(=O)N(c1cccc(C(F)(F)F)c1)C2=O	.	3
33	O=C1CCCN1CCCN1C(=O)N[C@@H](Cc2ccccc2)C1=O	93	4
34	CCOC(=O)/C(C#N)=C\c1ccc(F)cc1	.	1
35	CCn1c(SCC(=O)NCCOc2ccccc2)nc2ccccc2c1=O	91	12
36	CCC1(CC)C(=O)C(C)(C)C(=O)OC1c1cccs1 (stereo not drawn)	123	10
37	N#C/C(=C(/O)CN1C(=O)c2ccccc2C1=O)c1nc2ccccc2[nH]1	93	5&3
38	COc1ccc(CCNc2ncnc3nc[nH]c23)cc1OC	99	9
39	C(=N\N=C(\Cc1nc2ccccc2[nH]1)c1ccccc1)/c1cccs1	.	-18
40	Cc1ccc(N2C(=O)C(Cl)=C(NCCO)C2=O)c(C)c1	92	-8&-4
41	O=C(Nc1ccc(/C=C/c2ccccc2)cc1)c1ccccc1[N+](=O)[O-]	.	11
42	O=C(c1ccccc1Cl)N1CCN(c2ccccn2)CC1	72	1&-5
43	Cn1c(CNc2ccc(Cl)cc2)nnc1SCc1ccccc1	88	2
44	Cc1cc(C)n2cc(CSc3nnnn3-c3ccccc3C)nc2n1	65	8
45	COc1ccc(N2CCN(C(CNS(=O)(=O)c3cc(F)ccc3F)c3cccnc3)CC2)cc1 (stereo not drawn)	108	-4
46	COc1ccc(CNCc2ccc(Cl)cc2)cc1OC	.	3
47	O=C(c1ccc(=O)n(Cc2ccccc2)n1)N1CCN(C/C=C/c2ccccc2)CC1	91	3
48	O=S(=O)(c1cccs1)N1CCN(Cc2ccc3c(c2)OCO3)CC1	.	10
49	OCCN1CN=C(Nc2nc3ccccc3o2)NC1	112	9
50	COc1ccc(N2C(=NC(C)=O)SC3CS(=O)(=O)CC32)cc1OC (stereo not drawn)	93	-1
51	Oc1ccccc1-c1cc(C(F)(F)C(F)F)[nH]n1	101	13
52	CCOC(=O)N1CCN(C(=O)C2CC(c3ccccc3OC)=NO2)CC1 (stereo not drawn)	93	9
53	Cc1cc(C)cc(N2CCN(C(=O)N3CCOCC3)CC2)c1	100	-4
54	Cc1ccc(N2C(=O)C3C4C=CC(O4)C3C2=O)c(C)c1 (stereo not drawn)	.	8
55	CC1CCCN(S(=O)(=O)c2ccc(NC(=O)c3cccc(-n4cnnn4)c3)cc2)C1 (stereo not drawn)	89	10
56	CCN=C(NCC)SC1CC(=O)N(c2ccccc2)C1=O (stereo not drawn)	89	-3
57	O=C(Oc1ccc(S(=O)(=O)c2ccc(OC(=O)c3ccncc3)cc2)cc1)c1ccncc1	.	6
58	CCN1CN=C2SC(CO)(CO)C(=O)N2C1	.	12
59	CO/N=C(\C(=O)N[C@@H]1C(=O)N2C(C(=O)O)=C(CSc3nc(=O)c(O)nn3C)CSC12)c1csc(N)n1 (stereo partly drawn)	92	.
60	COCC(=O)Nc1nc2ccc(S(C)(=O)=O)cc2s1	94	2
61	CC(=O)CCc1oc2ccc(NC(C)=O)cc2c1-c1ccc(C)o1	105	5&3
62	CCOC(=O)C1=C(C)N(c2ccccc2)C(=O)C1CC(=O)O (stereo not drawn)	106	4
63	Cc1cc(C(=O)Nc2ccc(S(=O)(=O)Nc3nccs3)cc2)ccc1[N+](=O)[O-]	.	-1
64	O=S(=O)(NCCCO)c1ccc2c(c1)Cc1cc(S(=O)(=O)NCCCO)ccc1-2	96	10&3
65	O=C(O)CCC(NS(=O)(=O)c1ccc(N2CCCC2=O)cc1)C(=O)O (stereo not drawn)	.	2
66	CN1CCCN(C2CC(=O)N(c3ccc(Br)cc3)C2=O)CC1 (stereo not drawn)	62	.
67	CCN(CC)C(=O)c1sc(NC(=O)c2ccc(C(C)(C)C)cc2)c(C(=O)OC)c1C	.	-2
68	CC(C)C(=O)N1c2ccccc2NC2=C(C(=O)CC(c3ccccc3)C2)C1c1ccco1 (stereo not drawn)	.	6
69	Cc1ccc(N2C(=O)CC(N3CCC(C(N)=O)CC3)C2=O)c(Br)c1 (stereo not drawn)	.	10
70	COc1ccc(S(=O)(=O)Nc2cc(Cl)ccc2OC)cc1	100	8
71	Cc1ccc(OCC(=O)Nc2ccccc2Cl)c(C)c1	.	4
72	CC(NS(=O)(=O)c1ccc(CCC(=O)N2CCN(C)CC2)cc1)c1ccccc1 (stereo not drawn)	120	9
73	COCCNC(=O)c1cc2sc3ccccc3c2s1	99	7
74	O=C(Nc1ccc2sccc2c1)c1ccc(Cl)s1	81	11
75	CSc1nncn1/N=C/c1cc(Cl)ccc1F	106	6
76	COc1ccc(/C=N\NC(=O)c2ccc([N+](=O)[O-])cc2)cc1Cl	.	-5
77	COCCN1C(=O)/C(=C\c2ccc(-c3ccc(Br)cc3)o2)SC1=S	.	7
78	c1cncc(-c2nn3c(Cn4nnc5ccccc54)nnc3s2)c1	71	5
79	Cc1ccnc(NC(=O)CCC(=O)N(CC(=O)NCC2CCCO2)Cc2ccc(F)cc2)c1 (stereo not drawn)	121	14
80	CCn1cc(S(=O)(=O)CC(=O)NC2CCCCC2)c2ccccc21	.	9

(continued)
no.	SMILES	BAP1 inh	HePTP inhibitor
81	CCN(CC)C(=O)c1ccccc1-c1ccccc1C(=O)O	.	-4
82	COc1ccc(-c2noc(CSc3nc4ccccc4c(=O)n3-c3ccccc3)n2)cc1OC	.	3
83	COc1cccc(/C=N\n2c(C)nnc2C)c1OC	81	6
84	CCCOc1ccc(NC(N)=O)cc1OCCC	95	-4
85	O=C(CN1CCN(c2ccc(F)cc2)CC1)Nc1ccc(-n2cnnn2)cc1	91	4
86	C/C(=N\O)C1/C(=N/O)CC2C1C2(C)C (stereo not drawn)	120	1
87	CC(C)c1nccn1S(=O)(=O)c1cc(Cl)ccc1Cl	92	3
88	O=C1CC(=O)N2N=C(c3ccccc3)SC2=N1	.	5
89	COCCNC(=O)c1cc(-c2ccc(Cl)c(Cl)c2)on1	84	4
90	O=C(c1cccs1)N1CCN(c2cc(N3CCCCC3)c(F)cc2[N+](=O)[O-])CC1	.	-2
91	c1ccc(N2CCN(Cc3ccsc3)CC2)nc1	98	0
92	O=C1NC(=O)/C(=C\c2ccc(O)cc2)S1	.	-7
93	CCSCCNC(=O)c1cncc(Br)c1	145	8
94	FC(F)(F)c1cc(/C=C/c2ccccc2)n[nH]1	.	-5
95	COC(=O)c1ccc(O)c(Sc2cc(C(=O)OC)ccc2O)c1	95	8
96	Cn1cc(S(=O)(=O)CC(=O)Nc2ccc3c(c2)OCCO3)c2ccccc21	.	3
97	CCC(C)Nc1nc(SC(C(C)=O)C(C)=O)nc(N(C)C)n1 (stereo not drawn)	102	3
98	CCOC(=O)C1=C(C)NC(=O)NC1c1ccc2c(c1)OCCO2 (stereo not drawn)	91	-1
99	CCN(CC)c1ccc(/C=C2\C(=O)NC(=O)N(c3cccc(C)c3)C2=O)c(OC)c1	.	-2
100	COc1cc(/C=c2\sc3nc4ccccc4n3c2=O)ccc1OCCOc1ccccc1	.	0
101	O=C(O)c1ccc(CN2C(=O)CSC2=S)cc1	107	5
102	COc1ccc(C(=O)Oc2c(CN3CCOCC3)cc(Cl)c3cccnc23)cc1OC	88	3
103	O=C(CSc1ccc(-c2nc3ccccc3[nH]2)cn1)N1CCN(C(=O)c2ccco2)CC1	.	-6
104	O=C(c1ccc(Cl)c(Cl)c1)N1CCN(c2ccccc2)CC1	.	4
105	O=C1c2ccccc2C(=O)C12OC(c1ccc(Br)cc1)C1(C(=O)c3ccccc3C1=O)C2c1ccc(F)cc1 (stereo not drawn)	.	11
106	CCOc1ccc(-n2c(SC(C)C)nc3c(c2=O)SCC3)cc1	.	2
107	O=C(CSc1nc(Nc2ccccc2)nc(N2CCOCC2)n1)Nc1ccc2c(c1)OCCO2	53	11
108	CCn1c(=O)n(CC)c2cc(S(=O)(=O)Nc3ccccc3C)c(C)cc21	60	6
109	CCOC(=O)c1nnn(-c2nn3nnnc3c3ccccc23)c1C	86	9
110	COC(=O)c1c(-c2ccccc2)csc1NC(=O)c1ccco1	.	7
111	c1coc(CNc2ncnc3c2oc2ccccc23)c1	102	7&-6
112	Cn1c(-c2ccc(-c3nc4cnccc4n3C)cc2)nc2cnccc21	.	19
113	O=C(Oc1ccc(OC(=O)c2ccc3c(c2)C(=O)N(c2ccccn2)C3=O)cc1)c1ccc2c(c1)C(=O)N(c1ccccn1)C2=O	89	.
114	CN(CCNC(=O)C1(O)c2ccccc2NC(=O)N1c1ccccc1)Cc1ccccc1 (stereo not drawn)	.	4
115	CCN(CC)CCOC(=O)c1c(C)oc2ccc(OC)cc12	95	-4
116	COc1cc2cc3c(N)c(C(=O)NCc4ccco4)sc3nc2cc1OC	118	-2
117	O=C(Nc1nnc(-c2ccc([N+](=O)[O-])cc2)s1)c1ccccc1Cl	70	.
118	Cc1cc(C)n(C(=O)c2cc3sccc3[nH]2)n1	71	-5
119	CC(=O)Nc1ccc(S(=O)(=O)N2CCCc3ccccc32)cc1	126	12
120	O=C1c2ccc([N+](=O)[O-])cc2C(=O)N1c1ccccc1-c1ccccc1	77	.

Values in list order from above:
HePTP inhibitor, entries 12–20, in order: 0, -6, 5, 4, -4, 5, -5, 11, 11

(listing goes on)
no.	SMILES	BAP1 inh	HePTP inhibitor
121	O=C(Cc1ccccc1)Nc1nonc1NC(=O)c1ccccc1	89	28
122	CC1(C)CC(=C2C3C=CC2C2C(=C4CC(C)(C)NC(C)(C)C4)C=CC32)CC(C)(C)N1 (stereo not drawn)	81	.
123	O=C1N=c2ccccc2=C1c1c(O)n(-c2ccc(Cl)c(Cl)c2)[nH]c1=O	.	10
124	Cc1ccc(C2C(C(=O)c3sc(C)nc3C)=C(O)C(=O)N2CCN(C)C)o1 (stereo not drawn)	67	3
125	O=C(NCCCNc1ccc([N+](=O)[O-])cc1)c1ccccc1F	.	7
126	CCOC(=O)CSc1nc2c(c(=O)n1-c1ccc(OC)cc1)SCC2	96	8
